Scp-1 inhibitor = Scp-1 phosphatase inhibitors, primary screen, biochemical, colorimetric, uHTS; Carboxy-terminal domain RNA polymerase II polypeptide A small phosphatase 1 (Homo …; Recombinant Scp1, phosphopeptide, malachite green phosphate absorbance; inhibition, % at 20 µM; 340,000 compounds, 0.88% hits;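 active means inhibition above about 50% at 20 µM, limit read from the data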;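 further: plate controls were DMSO wells with enzyme for no effect and wells lacking enzyme for full effect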
Target sequence (Q9GZU7 76-261 limits assumed): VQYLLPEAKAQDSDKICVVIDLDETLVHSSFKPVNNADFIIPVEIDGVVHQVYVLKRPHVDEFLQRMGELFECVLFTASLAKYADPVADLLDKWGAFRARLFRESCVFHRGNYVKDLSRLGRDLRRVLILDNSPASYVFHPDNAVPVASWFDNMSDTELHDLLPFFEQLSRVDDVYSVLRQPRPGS
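Assay system: SCP-1 catalytic fragment, aa 76-261 | Buffer or medium: Tris acetate buffer pH 5.5 with MgCl2 and Tween-20 | Compound: One concentration, 20 µM, with 1.0% DMSO | Also added: Phospho 17-mer peptide substrate | Signal: Absorbance at 630 nm | Incubation: 45 min enzyme reaction at room temperature | Measure: % inhibition of SCP-1 phosphate liberation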
LMPTP block = LMPTP phosphatase inhibitors, primary screen, biochemical, fluorescence intensity, uHTS; Low molecular weight phosphotyrosine protein phosphatase (Homo sapiens), P24666; recombinant LMPTP-A, OMFP fluorogenic substrate; inhibition, % at 20 µM; 360,000 compounds, 0.22% hits; AID 651560, 2012;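 active means compounds that cut the enzyme signal by at least half of the control window in the single-dose screen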;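 further: plate controls were DMSO wells with enzyme plus substrate for no effect and substrate without enzyme for full effect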
Target sequence (P24666 whole entry, looked up): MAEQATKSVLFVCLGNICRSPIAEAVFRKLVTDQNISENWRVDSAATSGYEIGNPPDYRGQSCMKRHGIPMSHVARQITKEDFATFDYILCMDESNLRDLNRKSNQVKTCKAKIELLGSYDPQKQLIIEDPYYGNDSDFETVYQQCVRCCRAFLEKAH
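Material: LMPTP-A; amount: 0.625 nM enzyme; doses: single 20 µM dose; times: reaction 50 min, room temperature, dark; technique: fluorescence intensity of OMFP turnover product; benchmarks: no-enzyme and uninhibited controls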
STEP inh = STEP phosphatase inhibitors, primary screen, biochemical, fluorescence intensity, uHTS. Tyrosine-protein phosphatase non-receptor type 5 (Homo sapiens), P54829. recombinant STEP, OMFP fluorogenic substrate. inhibition, % at 20 µM. 360,000 compounds, 0.25% hits;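 active means inhibition at 20 µM, scaled per plate between control wells, above about 37%, limit read from the data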;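 further: 0% = DMSO with enzyme and substrate and 100% = substrate only without enzyme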
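Test system: STEP tyrosine phosphatase / Reagent: OMFP at 25 µM / Doses: 20 µM, 1% DMSO / Read-out: percent inhibition scaled to no-enzyme and uninhibited-enzyme controls, plate-pattern corrected / Detection: FITC-channel fluorescence of OMFP product / Medium: Bis-Tris buffer pH 6.0, 2.5 mM DTT, 0.005% Tween 20 / Schedule: 20 min at room temperature, dark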
SUMO1-SIM PPI = modulators of SUMO1 protein-protein interactions, primary screen, biochemical, uHTS; inhibition, % at 20 µM; 360,000 compounds, 0.33% hits; SUMO1 binding to a labelled peptide, TR-FRET, 1 h; Small ubiquitin-related modifier 1 (Homo sapiens), P63165; in the data active means inhibition above about 37%
Target sequence (P63165 whole entry, looked up): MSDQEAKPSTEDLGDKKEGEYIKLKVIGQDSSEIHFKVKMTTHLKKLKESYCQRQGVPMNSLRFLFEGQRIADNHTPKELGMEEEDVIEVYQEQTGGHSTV
SKN-1 inh = suppressors of acrylamide-induced Pgst-4::GFP reporter in worms, primary screen, SKN-1 inhibitor project, whole organism, uHTS, GFP/RFP fluorescence ratio, strain VP596 | 360,000 compounds, 0.49% hits | AID 624304, 2012 | inhibition, % at 21.8 µM | C. elegans VP596 Pgst-4::GFP/RFP ratio, 24 h;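 active means interference check ratio from 0.5 to 1.5 plus GFP to RFP signal ratio inhibition reaching or exceeding a fixed threshold, cut at about 30% in these data, passing the limit was not always enough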; further: some compounds called inactive have numbers as strong as hits
MT1-MMP act inh = blockers of MT1-MMP proenzyme processing, primary screen, HT1080 RFP-PRO-GFP cells, GFP/RFP fluorescence. 360,000 compounds, 0.061% hits. Matrix metalloproteinase-14 (Homo sapiens), P50281. AID 651647, 2012. GFP/RFP ratio change, % at 20 µM. GFP/RFP ratio fluorescence, overnight; percent of plate control window, DMSO zero;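 active means GFP/RFP ratio change of at least 30% with cell ATP level not reduced by more than half and red fluorescence within 50% of control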; further: strong numbers were not always called active
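Assay system: HT1080 RFP-PRO-GFP cells | Dosing: 20 µM single dose, 1% DMSO | Incubation: Cells overnight before dosing, compound overnight, 37 °C, 5% CO2 | Evaluation: GFP/RFP fluorescence ratio | Control set: DMSO-only wells and HT1080 RFP-L50D-GFP cell wells as references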
Rpn11 block = Rpn11 (PSMD14) deubiquitinase inhibitors, primary screen, biochemical, fluorescence polarization, uHTS; 26S proteasome non-ATPase regulatory subunit 14 (Homo sapiens), O00487; human 26S proteasome, Ub4-pepOG fluorescence polarization; 20S core pre-blocked with epoxomicin; calls only at 20 µM; 360,000 compounds, 0.59% hits; AID 588493, 2011;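 active means inhibition at 20 µM, scaled to each plate's controls, above about 33%, limit read from the data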
Target sequence (O00487 whole entry, looked up): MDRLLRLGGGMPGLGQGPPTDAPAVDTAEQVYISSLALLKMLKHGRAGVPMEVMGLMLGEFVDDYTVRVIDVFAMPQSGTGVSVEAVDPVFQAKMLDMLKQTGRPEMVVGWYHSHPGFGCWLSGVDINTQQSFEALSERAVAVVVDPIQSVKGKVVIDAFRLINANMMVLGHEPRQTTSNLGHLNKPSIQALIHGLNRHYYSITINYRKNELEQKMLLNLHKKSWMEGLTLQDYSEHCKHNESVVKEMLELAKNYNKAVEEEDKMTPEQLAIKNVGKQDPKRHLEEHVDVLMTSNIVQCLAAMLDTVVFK
NRP1-CendR mod = modulators of CendR peptide binding to NRP-1, primary screen, biochemical, fluorescence polarization, uHTS. Neuropilin-1 (Homo sapiens), O14786. 360,000 compounds, 0.85% hits. AID 602438, 2012. inhibition, % at 25 µM. FAM-RPARPAR peptide binding to NRP-1;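 active means inhibition or corrected inhibition above about 18%, plus a signal ratio from 0.5 to 1.5, limit read from the data, passing the limit was not always enough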; further: strong numbers were not always called active
NadD inh = inhibitors of S. aureus NadD, primary screen, biochemical, colorimetric, uHTS. Nicotinate-nucleotide adenylyltransferase NadD (Staphylococcus aureus N315). purified NadD enzyme, colorimetric absorbance read-out. inhibition, % at 20 µM. 360,000 compounds, 0.78% hits. AID 602399, 2012; in the data active means inhibition above about 26%; further: some compounds past the cut are filed as inactive
DNMT1 inh = human DNMT1 methyltransferase inhibitors, primary screen, biochemical, molecular beacon, fluorescence, HinP1I cleavage, uHTS; AID 588458, 2011; inhibition (reported as % activation of signal), % at 10 µM; 360,000 compounds, 0.83% hits; in the data active means inhibition above about 50%
Numbers without * were called inactive; i = inactive; · = not tested or not shown; + = active, no number.

SMILES | Scp-1 inhibitor | LMPTP block | STEP inh | SUMO1-SIM PPI | SKN-1 inh | MT1-MMP act inh | Rpn11 block | NRP1-CendR mod | NadD inh | DNMT1 inh
CCOC(=O)c1cc(-c2ccccc2)nc2nc(N(CC)CC)sc12 | 2 | 6.8 | 11 | -8 | 6 | 2 | i | 4 | 3 | -7
O=C(CSc1nncs1)NC1CCCCCCC1 | -6 | 0.0 | -1 | 4 | -3 | -2 | i | -6 | -1 | 5
Cn1c(N)c(C(=O)COC(=O)c2ccnc3ccccc23)c(=O)n(C)c1=O | 3 | 2.7 | -3 | -40 | 3 | 1 | i | -12 | 2 | 0
CCN(CC)c1ccc2cc(C(=O)NNC(=O)c3ccc(S(=O)(=O)N4CCCCC4)cc3)c(=O)oc2c1 | -5 | -0.5 | -31 | -5 | -2 | -130 | · | -28 | 25 | 11
COc1cc(O)c(C(CC(=O)N2CCN(c3ccccc3)CC2)c2ccc(N(C)C)cc2)c(OC)c1 (stereo not drawn) | -6 | -1.0 | 1 | 2 | -2 | -3 | i | 22 | -2 | -6
CC(=O)N1CCN(C(=S)c2ccc(Cl)cc2)CC1 | -7 | -3.7 | 2 | -4 | 3 | 0 | i | -3 | -1 | 0
COC(=O)c1sccc1NS(=O)(=O)c1ccc(F)cc1F | -11 | -1.6 | 0 | 1 | -3 | -5 | i | 4 | 0 | 3
COc1ccc(C)cc1S(=O)(=O)N(CC(=O)NCc1ccc(Cl)cc1)Cc1ccccc1 | -6 | 5.5 | 1 | -1 | 13 | -12 | i | -2 | -7 | -14
Cn1cnc([N+](=O)[O-])c1Sc1ccc(Br)cc1 | -2 | 0.2 | 1 | -6 | 5 | -2 | i | -1 | -5 | 8
Cn1c(=O)n(Cc2ccccc2F)c2ccccc21 | -11 | -3.9 | -2 | 4 | -7 | -3 | i | 14 | -2 | -1
CCOCCOc1cccc(C(=O)NC(C)c2ccc3ccccc3c2)c1 (stereo not drawn) | 4 | 0.7 | 1 | -1 | -6 | 7 | i | -1 | -8 | -1
O=C(COc1ccc2c3c(c(=O)oc2c1)CCC3)N[C@@H](CSCc1ccccc1)C(=O)O | 7 | -2.2 | 0 | 6 | 0 | 2 | i | -4 | 0 | -7
Clc1ccc(OCCCNCc2ccccc2)c2ccccc12 | 9 | 5.2 | 5 | -82 | -5 | 1 | i | 5 | 14 | 4
O=C(Nc1ccccc1)C1CCN(C(=O)c2ccc(Br)cc2)CC1 | -7 | 0.0 | 4 | -1 | 12 | 1 | i | 7 | 3 | 1
CCOC(=O)c1cnc2ccc(Cl)cc2c1Nc1ccc(S(=O)(=O)Nc2ncccn2)cc1 | -8 | 1.6 | 1 | -2 | 3 | 0 | i | -25 | 12 | 33
CCCCC1=CC2=CC(=O)C(C)(OC(=O)CC)C(=O)C2=CN1CCCCO (stereo not drawn) | -8 | 1.7 | 0 | -9 | 4 | 2 | i | 19 | -3 | -8
CC1(C(=O)O)CCC(C(N)=O)C1(C)C (stereo not drawn) | -12 | -0.3 | 0 | 1 | -9 | -4 | i | 5 | -3 | 3
CCOc1ccc(-c2c(C)n([O-])c3c([n+]2=O)CCCC3)cc1 | -3 | -0.5 | 2 | -16 | -7 | 1 | i | -3 | 0 | 1
CCN(CC)c1ccc(/C=N/N=C(N)N)c(O)c1 | -8 | 0.5 | -2 | -13 | -4 | 3 | · | -63 | -7 | -6
O=C(CNC(=O)c1ccc(Cl)cc1)OCc1nc2ccccc2s1 | -9 | -0.3 | -1 | -2 | 9 | -3 | i | -6 | -2 | 0
COc1cc(/C=C/C(=O)OCC(=O)Nc2cc(C(F)(F)F)ccc2N2CCOCC2)ccc1O | -5 | 0.9 | 1 | 0 | 0 | 0 | i | -2 | -3 | -11
CC(C)(C)c1nc2c(s1)CCc1onc(-c3ccc(Cl)cc3)c1-2 | -3 | 1.8 | 5 | 4 | 12 | 8 | i | 12 | 4 | 5
N#CCCN(Cc1ccccc1)C(=S)Nc1ccc(F)cc1 | -10 | 3.1 | 3 | 11 | -3 | -1 | i | 7 | -7 | 0
CCN(CC)S(=O)(=O)c1cccc(C(=O)Nc2nc3cc4c(cc3s2)OCCO4)c1 | -7 | 1.9 | -1 | 1 | 11 | 1 | i | -3 | 16 | -6
COc1ccc([C@H]2C[C@H](O)[C@@H](n3cc(-c4ccc(F)cc4)nn3)CN2C(=O)C2CCCCC2)cc1 | · | 0.8 | -2 | 1 | 8 | · | i | -9 | 5 | 2
COc1ccc2c(c1)CCC1C2=NN(/C(C)=C/C(C)=O)C1c1cccc(F)c1 (stereo not drawn) | -1 | -1.5 | 1 | -7 | 3 | -5 | + | -171 | 0 | -3
Cc1cc(C)c(S(=O)(=O)N(C)CC(=O)NCCN2CCOCC2)c(C)c1 | 1 | 0.1 | 0 | 7 | 5 | 0 | i | 2 | -3 | 1
COc1ccccc1NC(=O)Nc1nnc([C@@H]2C[C@H](O)[C@@H](CO)O2)s1 | · | -1.5 | -2 | 1 | 5 | 1 | i | 1 | -1 | -7
O=c1c2cc(NC(=S)NCCCN3CCC(Cc4ccccc4)CC3)ccc2nc2n1CCCCC2 | 1 | 3.0 | 1 | -3 | -7 | 6 | i | 0 | 5 | -1
CC(C)C[C@H]1COCCS(=O)(=O)N1Cc1cccc(C(F)(F)F)c1 | -18 | 3.7 | 0 | 7 | 4 | -1 | i | 15 | -5 | 2
C[C@H](CO)N1C[C@H](C)[C@@H](CN(C)Cc2ccncc2)Oc2ccc(NC(=O)CCCCCC(=O)Nc3ccccc3N)cc2C1=O | -11 | 0.3 | 1 | -1 | 5 | 2 | i | 13 | 1 | -4
S=c1[nH]nc(CCc2nc3ccccc3[nH]2)n1-c1cccc(Cl)c1 | -7 | 1.3 | -3 | 2 | 10 | 0 | i | 2 | -1 | 1
O=C(Nc1ccc(F)c(Cl)c1)c1cc(C2CCCN(S(=O)(=O)c3ccccc3)C2)on1 (stereo not drawn) | · | 4.2 | -2 | 2 | 5 | 1 | i | -12 | 2 | 1
CCOc1ccccc1Nc1nc(N)nc(CN(C)C2CCCCC2)n1 | -3 | -0.8 | -1 | 1 | -21 | 0 | i | 0 | 3 | 1
COc1ccc(/C=N/NC(=O)C2(C)NC(C)(C)Cc3ccccc32)cc1 (stereo not drawn) | -5 | -2.1 | -2 | -9 | -4 | -1 | i | 10 | -5 | -1
Cc1ccc2c(c1)N(CCC(=O)NC1CCCCC1C)C(=O)CO2 (stereo not drawn) | -4 | -1.6 | 4 | 1 | 17 | -2 | i | -4 | 1 | 0
Cc1ccc(-c2csc(NC(=O)c3cccs3)n2)cc1 | -10 | -2.7 | -2 | 1 | 28 | -22 | i | -12 | -5 | -8
COc1ccc(S(=O)(=O)N2CCOCC2)cc1C(=O)NC1CCCCCC1 | -5 | -1.5 | -1 | -2 | -5 | 5 | i | 5 | 2 | 0
COC(=O)c1c(NS(=O)(=O)c2ccc3ccccc3c2)sc2c1CCCC2 | -10 | 4.0 | -1 | 1 | 12 | -46 | i | -10 | 8 | -5
CSc1c(CC(=O)Nc2ccccc2Cl)n(Cc2ccccc2)c2ccccc12 | -2 | 3.0 | -3 | -3 | 7 | -13 | i | -5 | -2 | 5
CC1(C)C(=O)NCCN1C(=O)CCCC(=O)O | -7 | -1.5 | -3 | 2 | 1 | 4 | i | -2 | -1 | 2
CCc1nc(NCCCn2ccnc2)c2oc3ccccc3c2n1 | 3 | 1.9 | 0 | 0 | 2 | -4 | i | 12 | 3 | 4

A draw from above in order of count of non-hydrogen atoms, rising.
SMILES | Scp-1 inhibitor | LMPTP block | STEP inh | SUMO1-SIM PPI | SKN-1 inh | MT1-MMP act inh | Rpn11 block | NRP1-CendR mod | NadD inh | DNMT1 inh
CC1(C)C(=O)NCCN1C(=O)CCCC(=O)O | -7 | -1.5 | -3 | 2 | 1 | 4 | i | -2 | -1 | 2
Cc1ccc(-c2csc(NC(=O)c3cccs3)n2)cc1 | -10 | -2.7 | -2 | 1 | 28 | -22 | i | -12 | -5 | -8
Cc1ccc2c(c1)N(CCC(=O)NC1CCCCC1C)C(=O)CO2 (stereo not drawn) | -4 | -1.6 | 4 | 1 | 17 | -2 | i | -4 | 1 | 0
CCOc1ccccc1Nc1nc(N)nc(CN(C)C2CCCCC2)n1 | -3 | -0.8 | -1 | 1 | -21 | 0 | i | 0 | 3 | 1
COC(=O)c1c(NS(=O)(=O)c2ccc3ccccc3c2)sc2c1CCCC2 | -10 | 4.0 | -1 | 1 | 12 | -46 | i | -10 | 8 | -5
CSc1c(CC(=O)Nc2ccccc2Cl)n(Cc2ccccc2)c2ccccc12 | -2 | 3.0 | -3 | -3 | 7 | -13 | i | -5 | -2 | 5

Screening data deposited in PubChem BioAssay by Sanford-Burnham Center for Chemical Genomics.
